Source: PubChem BioAssay
HCMV inh – qHTS Assay for inhibitors of the human cytomegalovirus (HCMV) | HFF cells, HCMV-luciferase reporter, 72 h; stronger effect = lower value | activity change, negative = inhibition, % at 57.5 µM | 410,000 compounds, 4.5% hits | AID 1259415, 2018; in the data active = activity change below about -60%; inconclusive = no clear call, values can overlap the other calls; inactive = above about -39%
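Luciferase read-out from HCMV-luciferase-infected HFFs (MOI 1 PFU/cell) 72 h post infection at 37C; compounds added after 16 h cell attachment; activity normalized between buffer-only basal and Salinomycin (10uM) inhibitor controls.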
HCV inhibitor – qHTS Assay for Inhibitors of Hepatitis C Virus (HCV) | Huh7.5.1 HCVcc-Cre infection, luciferase reporter, 44 h | Potency, µM (titrated, usually from 41.8 µM), without a hit: top-dose activity change, negative = inhibition, hits mostly inhibitors | 340,000 compounds, 3.4% hits | AID 651820, 2012; also: potency is read from the fitted curve at half-maximal effect
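Luciferase read-out (15 sec integration) after a 15 min room-temperature substrate step quantifies HCVcc-Cre infection. Cells, 1,000 per well, had compound added 4 h post-plating, then virus at ~0.5 moi, and were cultured 44 h.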
AMA1-RON2 inh – qHTS for Inhibitors of AMA1-RON; Towards Development of Antimalarial Drug Lead: Primary Screen. AlphaScreen AMA1-biotinylated RON2 peptide binding. Potency, µM (top dose mostly 58.2 µM), for the others: at the highest dose activity change, negative = inhibition, usual class: inhibitors. 360,000 compounds, 0.2% hits. AID 720542, 2013;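 also: potency is read from the fitted curve at half-maximal effect; 0% = vehicle wells and -100% = peptide control; nearly all actives have a fitted effect of over 45% in size; some results filed as inactive show a strong effect at the top dose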
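AMA1 (3D7) with his tag at 25 nM final met compounds first, then biotinylated RON2 peptide at 25 nM; detection used donor plus acceptor beads, 10 µg/mL apiece, read by AlphaScreen after 30 min at room temperature.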
Starred values were filed as active, the others as inactive; ? = inconclusive; . = not tested or not shown; [ ] = remark or other dose. Unless noted, calls follow the shape of the dose curve; as a rule, active = well fitted curve in the direction sought with a large enough effect; inconclusive = small, poorly fitted or top-dose-only effect, or another doubt; inactive = no such curve, though single readings can be large; an effect the other way counts as inactive or inconclusive. Unless noted, % is scaled to controls: 0 for no effect and ±100 for the full control effect.

Second line of a record – HCMV inh | HCV inhibitor | AMA1-RON2 inh
- O=c1c2ccccc2oc2ccc(-c3ccc4cc[nH]c4c3)cc12
→ . | 16µM* | 9%
- Nc1c(C(=O)OCC(=O)Nc2cccc([N+](=O)[O-])c2)[nH]c(=O)[nH]c1=O
→ . | 1% | 11%
- S=c1ncc2[nH]c(=S)[nH]c2[nH]1
→ . | ? | 10%
- CCN1C[C@]2(CO)CC[C@H](OC)[C@@]34C5C[C@H]6[C@H](OC)C5[C@](O)(C[C@H]6OC)[C@@](O)(C(OC)C23)[C@@H]14 (stereo partly specified)
→ . | 5% | -3%
- O=C(Nc1cccc(NC(=O)c2cc([N+](=O)[O-])ccc2Cl)n1)c1cc([N+](=O)[O-])ccc1Cl
→ . | 1.1µM* | -22%
- COc1cccc2c1C(=N)c1c(O)c3c(c(O)c1C2=O)CC(O)(C(C)=O)CC3OC1CC(N)C(O)C(C)O1 (stereo unspecified)
→ . | ? | ?
- CCN1C(=O)CC(c2ccccc2)N(C2CCCC2)c2nc(Nc3ccc(C(=O)NC4CCN(C)CC4)cc3OC)ncc21 (stereo unspecified)
→ . | 8.9µM* | -17%
- COc1ccc2c(c1)C1OCCC1C(c1ccco1)N2 (stereo unspecified)
→ . | -8% | 0%
- C[C@H](CO)N1C[C@H](C)[C@H](CN(C)Cc2ccc(-c3ccccc3)cc2)Oc2ccc(NS(=O)(=O)c3ccccc3)cc2CC1=O
→ . | ? | -6%
- CC(C)(C)OC(=O)NCCCCCNC(=O)c1[nH]cnc1C(=O)N[C@@H](Cc1ccccc1)C(=O)OC(C)(C)C
→ . | 18% | 99%[activator]
- N#C/C(=C/c1ccc(N2CCCCCC2)o1)c1ccc(F)cc1
→ . | ? | -7%
- CC[C@@H](C)[C@@H]1CN([C@@H](C)CN2CCC[C@H]2CN2C(N)=NC[C@@H]2Cc2ccccc2)C(=N)N1CCc1ccc(Cl)c(Cl)c1
→ . | 37%[activator] | 5%
- CC(C)(O)[C@@H]1[C@@H]2C[C@@]3(CC[C@]4(C)C(CCC5[C@@]6(C)CC[C@H](O)C(C)(C)C6CC[C@]54C)[C@@H]13)C(=O)O2 (stereo partly specified)
→ . | 0% | 9%
- COc1ccc(CN2c3c(Br)cccc3C(=O)CS2(=O)=O)cc1
→ . | 17% | -4%
- COc1cc(C(=O)NC2CCN(C)CC2)ccc1Nc1ncc2c(n1)N(C1CCC(O)CC1)CCC(=O)N2C (stereo unspecified)
→ . | -27% | 6%
- COC(=O)C1=C(c2ccc(F)cc2OCc2ccccc2)C[C@@H]2CC[C@H]1N2C(=O)NCc1cc(C)oc1C(F)(F)F
→ . | ? | -5%
- CCCCN(CC)C(=O)C1CCC(=O)N(c2ccc(OC)cc2)C1c1ccc(OC)c(OC)c1 (stereo unspecified)
→ . | 7% | 2%
- COC(C/C=C/C(=O)[C@H](C)OCc1ccccc1)OC
→ . | 1%[8.37 µM] | -1%
- O=C1CN(C(=O)COC(=O)c2ccc([N+](=O)[O-])s2)c2ccccc2N1
→ . | -16% | 2%
- Cn1cccc1C(=O)NC(=O)COC(=O)c1ccc(S(C)(=O)=O)c([N+](=O)[O-])c1
→ . | ? | -3%

A second format for 4 compounds above.
Molecule	HCMV inh	HCV inhibitor	AMA1-RON2 inh
CC[C@@H](C)[C@@H]1CN([C@@H](C)CN2CCC[C@H]2CN2C(N)=NC[C@@H]2Cc2ccccc2)C(=N)N1CCc1ccc(Cl)c(Cl)c1	.	37%[activator]	5%
CC(C)(O)[C@@H]1[C@@H]2C[C@@]3(CC[C@]4(C)C(CCC5[C@@]6(C)CC[C@H](O)C(C)(C)C6CC[C@]54C)[C@@H]13)C(=O)O2 (stereo partly specified)	.	0%	9%
COc1ccc(CN2c3c(Br)cccc3C(=O)CS2(=O)=O)cc1	.	17%	-4%
COc1cc(C(=O)NC2CCN(C)CC2)ccc1Nc1ncc2c(n1)N(C1CCC(O)CC1)CCC(=O)N2C (stereo unspecified)	.	-27%	6%

Later entries.
Second line of a record – HCMV inh | HCV inhibitor | AMA1-RON2 inh
- Nc1cccc2c(O)cc(S(=O)(=O)O)cc12
→ . | -6% | ?
- O=c1c2ccccc2oc2c1ccc1ccccc12
→ . | ? | 11%
- CC[C@]1(C(=O)OC)[C@H]2C(=O)N(Cc3ccccc3)C(=O)[C@H]2[C@H]2CN(C)C(=NCc3ccccc3)N21
→ . | 2% | -2%
- O=C(NCc1cccc(C(F)(F)F)c1)c1cccc2c1C(=O)c1ccc(N3CCC(Cc4ccccc4)CC3)cc1S2(=O)=O
→ . | ? | 14%
- O=C(CN1C(=O)NC(c2ccc(F)cc2)C1=O)NC1CCCCC1 (stereo unspecified)
→ . | 10% | 3%[11.6 µM]
- COc1ccccc1N1CCN(CCN2C(=O)CC(=C3c4ccccc4-c4ccccc43)C2=O)CC1
→ . | -13% | -17%
- C[C@H](CO)N1C[C@H](C)[C@@H](CN(C)Cc2ccc3c(c2)OCO3)Oc2c(NC(=O)C3CC3)cccc2C1=O
→ . | ? | 5%
- CC1(C)C2CC[C@]3(C)C(CC=C4[C@@H]5C[C@@](C)(CO)[C@@H](O)C[C@]5(C(=O)O)CC[C@]43C)[C@@]2(C)CC[C@@H]1O (stereo partly specified)
→ . | 20% | 6%
- CN1CCN(C(c2ccc(F)cc2)c2ccc3cccnc3c2O)CC1 (stereo unspecified)
→ . | 10% | 44%[activator]
- C=C[C@]1(C)C=C2CC[C@H]3[C@@](C)(CCC[C@@]3(C)C(=O)O)[C@@H]2CC1
→ . | 32%[activator] | 1%
- COCOc1ccc(/C=C/C(=O)c2c(OCOC)cc(OCOC)c(CC=C(C)C)c2O)cc1OCOC
→ . | -26% | -18%
- COc1cc2c3c(n(C)c(=O)c2cc1OC)-c1cc2c(cc1C3=O)OCO2
→ . | ? | -3%
- c1ccc(-c2sc3ccccc3c2-c2ccc(OCCN3CCOCC3)cc2)cc1
→ . | 19% | ?
- COC(=O)c1sc(NC(=O)c2cnccn2)c(C(=O)OC)c1C
→ . | -5% | 17%
- CC(C)(O)c1ccccc1CC[C@@H](SCC1(CC(=O)O)CC1)c1cccc(/C=C/c2ccc3ccc(Cl)cc3n2)c1
→ . | ? | 14%
- COc1ccc(CNC[C@H]2O[C@@H](n3cnc4c(N)ncnc43)[C@H](O)[C@@H]2O)cc1OC
→ . | -6% | 12%
- O=C(NCCc1ccc(F)cc1)c1cccc2c1C(=O)c1ccc(N3CCC(Cc4ccccc4)CC3)cc1S2(=O)=O
→ . | ? | 8%
- C#C[C@]1(O)[C@H](O)CC2C3CC[C@H]4C[C@@H](O)CC[C@]4(C)C3CC[C@@]21C (stereo partly specified)
→ -31 | ? | .
- Cc1ccc2c(c1)-n1c(nc3ccccc3c1=O)C(Cc1ccccc1)NC2=O (stereo unspecified)
→ -33 | 0% | .
- Cc1ccc2c(c1)-n1c(nc3ccc(Cl)cc3c1=O)C(CC(C)C)NC2=O (stereo unspecified)
→ 6 | -2% | .

A second format for some results above:
CC(C)(O)c1ccccc1CC[C@@H](SCC1(CC(=O)O)CC1)c1cccc(/C=C/c2ccc3ccc(Cl)cc3n2)c1
  HCMV inh: .
  HCV inhibitor: ?
  AMA1-RON2 inh: 14%
Nc1cccc2c(O)cc(S(=O)(=O)O)cc12
  HCMV inh: .
  HCV inhibitor: -6%
  AMA1-RON2 inh: ?
CCN1C(=O)CC(c2ccccc2)N(C2CCCC2)c2nc(Nc3ccc(C(=O)NC4CCN(C)CC4)cc3OC)ncc21 (stereo unspecified)
  HCMV inh: .
  HCV inhibitor: 8.9µM*
  AMA1-RON2 inh: -17%
O=C(Nc1cccc(NC(=O)c2cc([N+](=O)[O-])ccc2Cl)n1)c1cc([N+](=O)[O-])ccc1Cl
  HCMV inh: .
  HCV inhibitor: 1.1µM*
  AMA1-RON2 inh: -22%

The list continues:
Second line of a record – HCMV inh | HCV inhibitor | AMA1-RON2 inh
- O=C(COC(=O)c1cncc(Br)c1)NC12CC3CC(CC(C3)C1)C2
→ -22 | 6% | .
- O=C1NC(Cc2ccc(O)cc2)c2nc3ccccc3c(=O)n2-c2cc(Cl)ccc21 (stereo unspecified)
→ -9 | 18% | .
- CC(C)CC1NC(=O)c2ccccc2-n2c1nc1ccc(Cl)cc1c2=O (stereo unspecified)
→ -13 | 13% | .
- C[C@]12CCC3C(CC[C@H]4C[C@H](O)CC[C@]34C)C1C[C@@H](CCCCl)[C@@H]2O (stereo partly specified)
→ 4 | ? | .
- C[C@]12CCC3C(CC[C@H]4C[C@@H](O)CC[C@]34C)C1C[C@H](Br)[C@@H]2O (stereo partly specified)
→ -9 | -2% | .
- Cc1ccc2c(c1)-n1c(nc3ccc(C)cc3c1=O)C(Cc1ccc(O)cc1)NC2=O (stereo unspecified)
→ 26 | ? | .
- CC(C)CC1NC(=O)c2ccc(Cl)cc2-n2c1nc1ccc(F)cc1c2=O (stereo unspecified)
→ 0 | -5% | .
- O=C1NC(Cc2ccc(O)cc2)c2nc3cc(F)ccc3c(=O)n2-c2cc(Cl)ccc21 (stereo unspecified)
→ 14 | 0% | .
- Cc1ccc2c(c1)-n1c(nc3cc(C)ccc3c1=O)C(Cc1ccccc1)NC2=O (stereo unspecified)
→ -40 | -7% | .
- O=C(NCc1cc(C(F)(F)F)ccc1Cl)c1cccc2c1C(=O)c1ccc(Cl)cc1S2(=O)=O
→ -9 | 12% | .
- Cc1ccc2nc3n(c(=O)c2c1)-c1ccccc1C(=O)NC3Cc1ccc(O)cc1 (stereo unspecified)
→ -35 | -11% | .
- CC(C)CC1NC(=O)c2cc(Cl)ccc2-n2c1nc1cc(F)ccc1c2=O (stereo unspecified)
→ -13 | 19% | .
- CC(C)(C)NC(=O)C(C1CC1)n1c(=O)c(-c2ccco2)nc2ccccc21 (stereo unspecified)
→ 31 | . | 0%
- CCCCNC(=O)C1(C)CCC(=O)N1CCOC (stereo unspecified)
→ 2 | . | 22%
- CCOC(=O)C1(C)CCN1C(=O)c1ccc(OC)c(C(F)(F)F)c1 (stereo unspecified)
→ 18 | . | -1%
- O=C(NCc1cccc(C(F)(F)F)c1)c1ccc2sc([C@@H]3O[C@H](CO)[C@H](O)[C@H](O)[C@H]3O)nc2c1
→ -7 | . | 8%
- COCOc1cccc(CN2CCC(C)(Oc3cccc(C#N)c3)C2)c1 (stereo unspecified)
→ 63 | . | -18%
- O=C(Nc1ccccc1Cl)c1cc(C2CCCCN2S(=O)(=O)c2ccccc2)on1 (stereo unspecified)
→ -8 | . | -1%
- CC1C(=O)N(Cc2cn(Cc3ccco3)nn2)CCS(=O)(=O)N1Cc1ccc(-c2ccccc2Cl)cc1 (stereo unspecified)
→ 17 | . | -5%
- CCc1ccc(/C=C2\SC(=S)N(CCCC(=O)Nc3cc(C)on3)C2=O)cc1
→ ? | . | -4%
- Cn1ccc2c(-c3ccc(CO)cc3)cc3c(c21)C1CCC3O1 (stereo unspecified)
→ 19 | . | 10%
- CCOC(=O)N1CCN(C(c2cc3ccccc3o2)c2nnnn2C(C)(C)C)CC1 (stereo unspecified)
→ -8 | . | -2%
- COc1ccc(N2CC(C)(C)[C@H](CC(=O)Nc3ccc(Br)cc3)C2=O)cc1
→ -22 | . | 0%
- Cc1ccccc1-c1csc(C(C)(O)c2cccnc2)n1 (stereo unspecified)
→ -11 | . | 0%
- Cc1cccc(OCc2nnc(SCC(=O)NCc3ccc4c(c3)OCO4)o2)c1
→ -23 | . | 12%
- Nc1nc2c(ncn2[C@@H]2O[C@H](CNCc3cnc(N4CCOCC4)s3)[C@@H](O)[C@H]2O)c(=O)[nH]1
→ 30 | . | 13%
- Cc1ccc(S(=O)(=O)N2C[C@H]3C(=O)C[C@@H](c4ccccc4)N(S(=O)(=O)c4ccc(C)cc4)[C@H]3C[C@H]2c2cccc(Cl)c2)cc1
→ -6 | . | 5%
- CCCS(=O)(=O)NC(=O)C1(C)CCCN(C(=O)c2cc(OC)c(OC)c(OC)c2)C1 (stereo unspecified)
→ 22 | . | -1%
- CC(C)(C)NC(=O)C(c1cccc2ccccc12)n1c(=O)c(-c2ccccc2)nc2ccccc21 (stereo unspecified)
→ 69 | . | -6%
- CC1=C(C(=O)N2CCCCCC2)CC(CC(=O)NCC2CCCCC2)C(=O)N1Cc1ccccc1 (stereo unspecified)
→ 5 | . | 6%
- C[C@@H]1CN([C@H](C)CO)C(=O)CCCn2nncc2CO[C@@H]1CN(C)S(=O)(=O)c1ccc2c(c1)OCCCO2
→ -12 | . | -1%
- CCOC(=O)C1(C)CCN1C(=O)c1ccc(OC)cc1OC (stereo unspecified)
→ -36 | . | -17%
- N#Cc1ccc(C(=O)N2CCCCC2c2cc(C(=O)Nc3cccc(C#N)c3)no2)cc1 (stereo unspecified)
→ -28 | . | 0%
- CS(=O)(=O)N(CC(=O)N1CCCC1)c1ccc(F)cc1
→ -16 | . | -4%
- CCC(c1nnnn1-c1c(C)cccc1C)N1CCCN(Cc2ccc(F)cc2)CC1 (stereo unspecified)
→ -12 | . | -6%

An excerpt; the hit share may differ from the screen's.
